Source: PubChem BioAssay
P. falciparum M17LAP: P. falciparum M17LAP inhibitors, primary screen, biochemical, fluorogenic H-Leu-NHMec substrate, 1536-well (AID 1619); inhibition, % at 30 µM; hits with a dose series show IC50 in µM; recombinant M17LAP, H-Leu-NHMec fluorogenic kinetic assay; higher % means a stronger effect; actives 0.38% (n = 220,000);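 active = compound inhibiting the enzyme by more than half at any dose during confirmatory dose-response retesting; inconclusive = strong single-dose inhibitors picked by rank but not retested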;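 note: plate controls were full reaction with DMSO carrier for no effect and no enzyme background for full effect; strong numbers were not always called active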
West Nile antiviral: West Nile virus antiviral activity, cell-based, CPE readout (AID 1621). one-dose CPE inhibition, % at 10 µM; IC50 in µM for titrated hits. West Nile virus-infected cells, CPE inhibition; higher % means a stronger effect. actives 0.02% (n = 290,000); in the data active = a potency from the dose series; inconclusive = CPE inhibition mostly from about 3.7% at the one dose, without a potency; inactive = the rest, 99 in 100 with CPE inhibition below about 2.2%; note: strong numbers were not always called active
human PMI inhibition: MPI enzyme activity inhibition – biochemical, fluorescence intensity, coupled assay, primary screen (AID 1209); purified PMI enzyme, coupled fluorescence intensity; higher % means a stronger effect; actives 0.42% (n = 190,000); inhibition, % at 20 µM, or IC50 in µM where a hit was titrated;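 note: plate controls were DMSO vehicle for no effect and wells lacking substrate for full effect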
T cell modulator: modulates CD8 T cell binding to vesicles | 2C CD8+ T cell-vesicle binding, flow cytometry; active compounds read low | calls only at 7 µM | actives 0.068% (n = 330,000) | AID 2052;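 active = response, share of CD8 T cells binding vesicles, and their 90th percentile fluorescence all below set limits, cut at about 80% in these data, passing the limit was not always enough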
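Test system: purified 2C TCR transgenic mouse naive CD8+ T cells. Probe or stimulus: QL9-peptide-loaded Drosophila micro-vesicles bearing Ld, ICAM-1 and B7-1. Incubation: binding step 1.5 h, 37 °C, antibody labelling 20 min, ice. Measured by: flow cytometry of vesicle-bound cells.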
K1F lysis inhibition: inhibition of K1F phage lysis, E. coli UTI89, bacterial capsule biogenesis inhibitors, alamar blue (AID 488966) | inhibition, % at 100 µM, or IC50 in µM where a hit was titrated | actives 0.02% (n = 340,000) | E. coli UTI89 K1F phage lysis, alamar blue, 2 h; higher % means a stronger effect;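 active = phage lysis inhibition, versus mean bacterial control, above a set limit; inconclusive = no clear call, values can overlap the other calls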;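 note: capsule biogenesis inhibitors block K1F phage lysis so surviving cells raise fluorescence; higher fluorescence means more inhibition of phage lysis; actives were called in the ten point dose series up to 300 µM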
human PMI inhibitors: human PMI inhibitors, high substrate, primary screen, biochemical, fluorescence intensity, high mannose 6-phosphate (AID 1220); recombinant PMI enzyme, coupled fluorescence intensity; higher % means a stronger effect; inhibition, % at 20 µM, or IC50 in µM where a hit was titrated; actives 0.66% (n = 190,000)
RSV antiviral HEp-2: inhibition of RSV-induced cytopathic effect – HEp-2 cells, primary 10 µM value included (AID 2391); HEp-2 cells, RSV-induced CPE inhibition; higher % means a stronger effect; actives 0.13% (n = 310,000); CPE inhibition, % at 10 µM; hits with a dose series show IC50 in µM; in the data active = a potency from the dose series; inconclusive = CPE inhibition mostly from about 23% at the one dose, without a potency; inactive = the rest, 99 in 100 with CPE inhibition below about 21%; note: strong numbers were not always called active
P. falciparum M1AAP: malaria alanyl aminopeptidase activity blockers – biochemical, fluorogenic H-Leu-NHMec substrate, 1536-well (AID 1445). recombinant M1AAP, H-Leu-NHMec fluorogenic kinetic assay; higher % means a stronger effect. actives 0.42% (n = 220,000). one-dose inhibition, % at 30 µM; IC50 in µM for titrated hits;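 active = primary inhibition above the hit cutoff, then over 50% inhibition at one or more dose response concentrations, cut at about 23% in these data, passing the limit was not always enough; inconclusive = conflicting primary data, or primary hits not chosen for dose response; inactive = low primary inhibition, or under 50% at every dose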;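 note: plate controls were DMSO full reaction for no effect and no enzyme background for full effect; strong numbers were not always called active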
TNAP activators: human TNAP enzyme activators, primary screen, biochemical, luminescent, no phosphate acceptor, uHTS (AID 1001); actives 0.03% (n = 200,000); purified TNAP, luminescent activation assay, no phosphate acceptor; higher activation fold means a stronger effect; one-dose activation fold at 20 µM; EC50 in µM for titrated hits; in the data active = activation fold from about 3, or a potency from the dose series; inactive = the rest, 99 in 100 with activation fold below about 1.6; note: many of its hits are not listed in these tables
T cell modulator vesicle-bound %: second read-out of T cell modulator, no call of its own (marks repeat the call); double positive events, %; measured here: CD8+ vesicle-bound cell fraction;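 binding gate set so that unloaded-vesicle control wells show 10% double positive cells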
The depositor's hits bear a star; i = inactive; u = inconclusive; x = no result given; [ ] = remark or other dose. Cut-off read from the data, not from the text of the source, unless noted: active = inhibition above about 50%; inactive = the rest. The list is partial; rates above refer to the full screens.

Below each SMILES: RSV antiviral HEp-2	TNAP activators	human PMI inhibitors	T cell modulator vesicle-bound %	K1F lysis inhibition	West Nile antiviral	P. falciparum M1AAP	T cell modulator	human PMI inhibition	P. falciparum M17LAP
> O=C(c1ccc2c(c1)N(Cc1ccccc1)CCS2)N1CCC2(CC1)OCCO2
 : 1.5%	x	x	3	0.3%	-1.1%	x	i	x	x
> NP(=O)(Oc1ccc(Cl)cc1)Oc1ccc(Cl)cc1
 : -2.1%	1	-12%	45	1.3%	0.0%	-5%	i	-7%	1%
> CSc1ccc(C(=O)C(C)(C)N2CCOCC2)cc1
 : 2.7%	1.1	16%	20	0.1%	0.3%	8%	i	16%	-2%
> C=CCn1c(O)c(C(CC)=NCCc2ccccc2)c(=O)[nH]c1=O
 : 1.4%	1	4%	51	-0.9%	-0.5%	7%	i	5%	4%
> CC(Cc1cccs1)NCc1ccccc1 (stereo not given)
 : -2.2%	1.1	-3%	16	0.3%	-0.6%	4%	i	-10%	0%
> Cc1nc2ccccc2n1C1CCN(Cc2nnnn2CCc2ccccc2)CC1
 : 0.9%	1.1	-12%	33	1.3%	-1.0%	2%	i	-4%	2%
> O=c1c2ccccc2nc(CN2CCOCC2)n1-c1ccccc1F
 : 0.1%	1.1	0%	60	0.8%	-0.2%	8%	i	5%	0%
> CCCCCCn1c(O)c(C=NC2CCCCC2N)c(=O)[nH]c1=O (stereo not given)
 : -1.4%	1.1	18%	37	x	-0.5%	2%	i	11%	2%
> CCNC(=O)NC(=O)C(C)OC(=O)c1c(C)nn(Cc2ccccc2Cl)c1Cl (stereo not given)
 : 1.3%	1.1	-6%	7	1.9%[50 µM]	-1.8%	-2%	i	-6%	-34%
> O=c1c2ccccc2nc(-c2ccccc2)n1-c1cccnc1
 : 0.0%	1.1	-6%	28	3.3%	-0.1%	-7%	i	-4%	-20%
> COC(=O)C(C)NC(=S)N1CC2C[C@@H](C1)Cn1c2cccc1=O (stereo not given in full)
 : 0.0%	x	x	53	0.4%	0.0%	x	i	x	x
> CCc1ccccc1N1C(=O)NC(=O)/C(=C\c2cc(C)n(C)c2C)C1=O
 : 0.8%	1	2%	66	2.6%	-0.2%	11%	i	-1%	21%
> O=C1CC(C(=O)N2CCC3(CC2)OCCO3)CN1CCc1ccccc1 (stereo not given)
 : 2.6%	1.1	19%	27	7.2%	-0.2%	-3%	i	10%	5%
> CCC(=O)CC(c1ccccc1)c1c(O)c2ccccc2sc1=O (stereo not given)
 : 0.2%	1.1	0%	42	0.4%	1.8%	8%	i	-1%	26%
> Clc1ccc(N2CCN(Cc3ccccc3Cl)CC2)cc1
 : 8.0%	1.2	7%	15	-3.7%	0.6%	1%	i	10%	10%
> COc1ccc(C)cc1NC(=O)c1c(C)nn(Cc2ccccc2)c1Cl
 : 46%	1	14%	15	0.1%	-1.2%	19%	i	16%	5%
> CN1CCN(c2ccc(N)cc2)CC1
 : -0.9%	1	11%	29	0.0%	-0.4%	8%	i	14%	1%
> CCCn1nc2ccccc2c1P(=O)(N1CCOCC1)N1CCOCC1
 : -0.2%	0.9	-4%	x	-1.8%	-0.5%	-3%	x	-10%	1%
> CCn1c(=O)n(CC(=O)N2CCC3(CC2)OCCO3)c(=O)c2ccccc21
 : 2.3%	1.1	3%	49	0.6%	0.2%	-3%	i	4%	-3%
> CCOP(=S)(NN(Cc1ccccc1)C(=O)c1ccccc1)OCC
 : 3.3%	1.1	14%	36	1.4%[50 µM]	-1.0%	2%	i	9%	0%
> CN1CCN(c2ccc([N+](=O)[O-])c(N3CCCCC3)c2)CC1
 : 0.1%	0.9	9%	62	2.1%	-0.2%	x	i	10%	x
> O=C(O)CCn1cc(C=C2C(=O)NC(=S)NC2=O)c(-c2cc3ccccc3oc2=O)n1
 : x	1	-125%	x	0.0%	0.2%	10%	x	-34%	45%
> Cc1ccc(C)c(OCc2cc(C(=O)N3C[C@H]4C[C@@H](C3)c3cccc(=O)n3C4)no2)c1
 : 1.3%	x	x	67	0.0%	-0.9%	x	i	x	x
> CNS(=O)(=O)c1ccc(N=Cc2c(O)n(-c3ccccc3)c(=O)[nH]c2=O)cc1
 : -0.1%	1.1	-42%	41	-2.0%	-0.3%	3%	i	-66%	32%
> COc1ccc(CN2CCCC(C(=O)c3cccc(Cl)c3)C2)cc1 (stereo not given)
 : -0.3%	x	x	65	-2.3%	-0.8%	x	i	x	x
> Cc1cc(/C=C2\C(=O)NC(=O)N(c3ccc(Cl)cc3)C2=O)c(C)n1-c1sc2c(c1C#N)CCCC2
 : 14%	1	-24%	55	-0.2%	-0.8%	0%	i	-9%	23%
> CC1(C)NCCN2C(=O)CSC21 (stereo not given)
 : 0.7%	1.1	-10%	30	-0.8%	0.5%	0%	i	-4%	-42%
> CN1C(=O)C(=Cc2ccc(OCCN(C)c3ccccn3)cc2)C(=O)N(C)C1=O
 : 0.7%	1.1	-2%	1	-0.5%	-0.2%	7%	i	-11%	4%
> O=c1c2ccccc2nc(/C=C/c2ccc(O)c(O)c2)n1-c1ccccc1
 : -0.3%	x	x	66	1.5%	-0.5%	x	i	x	x
> Cc1cccc(N2C(=O)NC(=O)C3(Cc4cc(C)ccc4N(C)C3)C2=O)c1 (stereo not given)
 : 1.4%	1.1	-42%	47	1.3%	-0.2%	3%	i	-52%	24%
> COc1cccc(N2C(=O)NC(=O)/C(=C\c3ccc([N+](=O)[O-])s3)C2=O)c1
 : x	1	-53%	x	x	0.2%	21%	x	-36%	33%
> CCOc1cccc(N2C(=O)/C(=C/c3ccco3)C(=O)NC2=S)c1
 : 0.7%	x	x	60	0.7%	0.2%	x	i	x	x
> COC(=O)C1=C(c2cccc(OC)c2OC)C[C@@H]2CC[C@H]1N2C(=O)NCc1ccc(F)cc1
 : 0.2%	x	x	23	-0.6%	-0.8%	x	i	x	x
> CCN1c2nc3ccccn3c(=O)c2CC2(C(=O)N(C)C(=O)N(C)C2=O)C1C (stereo not given)
 : 1.6%	1	3%	42	0.7%	0.1%	10%	i	-1%	15%
> CCC1(OC(=O)CN)C(=O)OCc2c1cc1n(c2=O)Cc2cc3ccccc3nc2-1 (stereo not given)
 : -2.2%	x	x	63	-0.1%	-0.4%	u	i	x	-137%
> CC(C)Cc1[nH]c(=O)c(C#N)c2c1CCC2
 : 0.6%	0.9	-9%	15	-0.4%	0.1%	5%	i	-12%	-13%
> CCCCn1c(C)c(C(=O)OCC)c2c(CN3CCOCC3)c(O)ccc21
 : -1.2%	1	10%	28	0.1%	-0.1%	5%	i	13%	12%
> CCC(C)n1c(O)c(C=NC(C)c2ccccc2)c(=O)[nH]c1=S (stereo not given)
 : x	x	x	54	-0.1%	0.2%	2%	i	x	7%
> Cc1cc(OCc2cc(C(=O)O)oc2C)c2c3c(c(=O)oc2c1)CCCC3
 : 2.9%	1.1	0%	49	-0.5%	1.0%	66µM*	i	0%	-10%
> O=C1CC(N2CCC(n3c(=O)[nH]c4ccccc43)CC2)C(=O)N1c1ccc(F)cc1 (stereo not given)
 : 0.6%	1	0%	42	0.3%	0.1%	2%	i	3%	11%
> O=C1C(=O)c2ccccc2-c2ccccc21
 : -3.8%	1	2%	28	15%	-1.3%	1%	i	26%	10%
> CC(C)c1ccc(-n2c(O)c(/C=N/NC(=O)c3ccncc3)c(=O)[nH]c2=O)cc1
 : 0.7%	1.8	-7%	46	-11%	-0.2%	15%	i	4%	57%
> COc1ccc(N2CCN(CCCN)CC2)cc1
 : -0.9%	x	x	29	0.8%	0.0%	x	i	x	x
> O=C(O)Cn1cc(/C=C2\C(=O)NC(=O)N(c3ccc(Br)cc3)C2=O)c2ccccc21
 : 2.0%	x	x	18	1.2%	-0.7%	x	i	x	x
> COC(=O)C1=C(c2cc3ccccc3o2)C[C@@H]2CC[C@H]1N2C(=O)NC1CCCCC1
 : 9.2%	x	x	44	0.8%	-0.8%	x	i	x	x
> CCC1(c2ccc(N)cc2)CCC(=O)NC1=O (stereo not given)
 : -0.1%	x	x	59	-1.0%	0.0%	x	i	x	x
> COC(=O)C1=C(c2cccc(OC)c2OC)C[C@@H]2CC[C@H]1N2C(=O)NCCO
 : -0.7%	x	x	24	0.6%	0.0%	x	i	x	x
> Cc1nc2ccccc2c(=O)n1-c1cc(F)ccc1F
 : 3.1%	1	-8%	33	0.4%	-0.1%	2%	i	-9%	30%
> C=CCN1C(=O)NC(=O)/C(=C\c2ccc(-c3ccccc3[N+](=O)[O-])o2)C1=O
 : 1.4%	0.9	15%	62	0.1%	-0.6%	17%	i	11%	4%
> CCOP(=O)(OCC)c1ccc(OP(=O)(c2cccc([N+](=O)[O-])c2)c2cccc([N+](=O)[O-])c2)cc1
 : 2.2%	x	x	19	1.0%	0.4%	5%	i	x	0%
> Oc1ccc(C[C@H]2NCCc3cc(O)c(O)cc32)cc1O
 : 3.2%	x	x	15	2.0%[50 µM]	-0.2%	x	i	x	x
> COc1ccc(C(=O)CC2C(=O)N(C)C(=O)N(C)C2=O)cc1
 : 2.1%	1	-91%	34	0.2%	-0.2%	3%	i	-51%	23%
> Cc1nn(Cc2ccccc2Cl)c(C)c1C(=O)OCC(=O)NC1CCCC(C)C1C (stereo not given)
 : 15%	1.1	5%	42	4.3%[50 µM]	-0.7%	-4%	i	6%	2%
> Cc1ccsc1C(=O)C1CCCN(Cc2cn(C)nc2C)C1 (stereo not given)
 : 0.2%	1	7%	45	0.3%	-0.4%	3%	i	9%	-4%
> O=c1c2ccccc2nc(-c2ccc(-c3ccccc3)cc2)n1-c1ccncc1
 : 7.6%	1.1	27%	34	0.2%	0.8%	8%	i	28%	-7%
> CC1(C)CC(N(CCc2ccccc2)Cc2ccccc2)CCO1 (stereo not given)
 : -1.5%	x	x	27	0.2%	-0.1%	-1%	i	x	-9%
> CC(=O)c1ccc2c(c1)OCO2
 : x	0.9	-4%	16	11%	-0.4%	12%	i	-13%	14%
> Cc1ccc(-n2sc3ccccc3c2=O)cc1
 : 5.9%	1.1	22µM*	24	-8.8%	0.9%	7%	i	6.8µM*	-5%
